# Source: PubChem BioAssay
# M1 antag: human M1 muscarinic receptor antagonists, primary screen, CHO-K1 cells, Fluo-8 calcium fluorescence, 1536-well; Muscarinic acetylcholine receptor M1 (Homo sapiens), P11229; inhibition, % at 3 µM; 360,000 compounds, 1.3% hits; CHO-K1 hM1, ACh EC80 antagonist; AID 588852, 2011;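 active = percent inhibition above its own plate's cutoff, namely the mean of that plate's compound wells plus 3 SD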;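 also: peak over basal fluorescence ratio during 140 s after agonist addition; 0% = ACh EC80 plus DMSO and 100% = DMSO alone without agonist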
# Target sequence (P11229 whole entry, looked up): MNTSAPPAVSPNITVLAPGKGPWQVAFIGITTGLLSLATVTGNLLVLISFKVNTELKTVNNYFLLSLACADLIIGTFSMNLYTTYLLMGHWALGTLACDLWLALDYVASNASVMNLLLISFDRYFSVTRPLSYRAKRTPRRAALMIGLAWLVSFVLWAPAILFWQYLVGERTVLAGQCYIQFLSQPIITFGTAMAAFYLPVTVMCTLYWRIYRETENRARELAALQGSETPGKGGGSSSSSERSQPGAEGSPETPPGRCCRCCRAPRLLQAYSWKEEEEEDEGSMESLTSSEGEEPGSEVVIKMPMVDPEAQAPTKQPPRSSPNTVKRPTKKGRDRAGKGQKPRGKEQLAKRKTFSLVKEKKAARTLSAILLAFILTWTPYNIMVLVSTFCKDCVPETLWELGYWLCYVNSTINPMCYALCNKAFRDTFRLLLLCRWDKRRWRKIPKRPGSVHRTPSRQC
# CHO parental Ca: ATP-evoked calcium signal inhibitors, parental CHO, primary screen, counter-screen for OX1R antagonist project, cell-based, fluorescence, Fluo-8 calcium dye | inhibition, % at 5.6 µM | parental CHO-K1, ATP-induced calcium, Fluo-8 fluorescence | AID 463079, 2010 | 330,000 compounds, 0.63% hits;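 active = inhibition above that plate's mean sample inhibition plus 3 SD, cut at about 26% in these data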;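 also: 0% = ATP-challenged DMSO wells and 100% = DMSO wells without ATP; some compounds past the cut are filed as inactive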
#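 Material – parental CHO cells · Reagent – ATP stimulus · Compound – single nominal dose of 5.6 µM per compound · Detection – Fluo-8 fluorescence · Read-out basis – percent inhibition of calcium signal · Controls – ATP-challenged DMSO wells low, unchallenged DMSO wells high · Repeats – no replicates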
# OXTR potentiator: human OXTR potentiators, primary screen, fluorescence, CHO-OTR cells, Fluo-8 calcium. Oxytocin receptor (Homo sapiens), P30559. Fluo-8 calcium fluorescence, potentiator mode; 0% = oxytocin EC15, 100% = EC100. activation, % at 3 µM. 320,000 compounds, 0.061% hits;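 active = activation above that plate's cutoff, the mean activation of tested compounds plus 3 SD, cut at about 6.6% in these data, passing the limit was not always enough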;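 also: 100% uses oxytocin at 75 nM as the full agonist control; some results filed as inactive read as strong as hits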
#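 Assay system: CHO-OTR cells, human receptor / Also added: oxytocin at about EC15, sub-maximal agonist stimulus / Dosing: single dose, 3.0 µM nominal final compound concentration / Incubation: 6 min pre-incubation, 100 s read / Technique: Fluo-8 calcium dye fluorescence / Read-out: % activation vs EC15 and EC100 oxytocin / Benchmarks: EC15 oxytocin low, 75 nM oxytocin high / Replicates: singlicate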
# M1 PAM parental: nonselective calcium activators in parental CHO-K1 cells, primary screen, counter-screen for M1 PAM project, cell-based, Fluo-8 calcium fluorescence, full deck, 1536-well. ATP EC20; 0% at ATP EC20, 100% at ATP max. activation, % at 3 µM. 360,000 compounds, 0.02% hits;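 active = activation above the run cutoff, the mean activation of all test compounds plus 3 SD, cut at about 40% in these data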;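 also: peak over basal fluorescence ratio in a 140 s read after ATP addition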
# CHRM1 agonist: human M1 muscarinic receptor agonists, primary screen, Fluo-8 calcium fluorescence, CHO-K1 cells, HTS | 360,000 compounds, 0.33% hits | activation, % at 3 µM | CHO-K1 hM1, agonist mode; 0% DMSO, 100% acetylcholine EC100;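 active = activation above the run's mean compound activation plus 3 SD, cut at about 16% in these data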;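 also: peak over basal fluorescence ratio within a 140 s kinetic read after compound addition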
# TAAR1 antagonist: human TAAR1 antagonists, primary screen, Fluo-8 calcium fluorescence, CHO RD-HGA16 cells; Trace amine-associated receptor 1 (Homo sapiens), Q96RJ0; antagonist; inhibition, % at 3 µM; 360,000 compounds, 1.5% hits; AID 624466, 2012;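 active = inhibition above a per-plate cutoff, the mean inhibition of test compounds on that plate plus 3 SD, cut at about 49% in these data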;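 also: 0% = DMSO plus EC80 beta-PEA response and 100% = DMSO alone without agonist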
# Target sequence (Q96RJ0 whole entry, looked up): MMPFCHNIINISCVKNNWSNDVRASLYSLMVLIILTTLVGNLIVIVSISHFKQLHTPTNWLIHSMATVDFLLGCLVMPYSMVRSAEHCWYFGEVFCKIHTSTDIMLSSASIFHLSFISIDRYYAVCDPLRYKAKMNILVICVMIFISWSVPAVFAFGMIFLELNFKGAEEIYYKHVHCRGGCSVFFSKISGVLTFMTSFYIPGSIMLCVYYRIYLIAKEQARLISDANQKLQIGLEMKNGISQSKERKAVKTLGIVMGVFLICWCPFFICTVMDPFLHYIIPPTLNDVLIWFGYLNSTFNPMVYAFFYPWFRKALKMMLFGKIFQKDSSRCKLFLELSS
#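 Assay system: CHO-derived RD-HGA16 cells stably expressing human TAAR1 plus Gα16. Timing: 140 s kinetic read after compound, 140 s after agonist. Technique: kinetic Fluo-8 calcium fluorescence measurement. Measure: % inhibition of agonist calcium response.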
# TAAR1 ag: human TAAR1 agonists, primary screen, Fluo-8 calcium fluorescence, CHO RD-HGA16 cells; AID 624467, 2012; 360,000 compounds, 0.99% hits; Trace amine-associated receptor 1 (Homo sapiens), Q96RJ0; vehicle wells 0%, saturating PEA agonist 100%; activation, % at 3 µM;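 active = activation above the mean activation of all test compounds in the run plus 3 SD, cut at about 38% in these data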
#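 Benchmarks: low control DMSO, high control PEA (EC100); System: CHO RD-HGA16 cells carrying human TAAR1 plus Gα16; Detection: Fluo-8 fluorescence, 5 s baseline then 140 s kinetic read; Schedule: 17-24 h plating, Fluo-8 75 min 37 °C, 30 min RT; Read-out basis: % activation from peak over basal fluorescence ratio, DMSO-to-PEA scaled.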
# CHO-K1 Ca antag: M1 antagonist counterscreen hit in parental CHO-K1 cells | ATP-induced calcium, Fluo-8 fluorescence | inhibition, % at 3 µM | 360,000 compounds, 0.6% hits;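 active = inhibition above a per-plate cutoff, the plate's mean sample inhibition plus 3 SD, cut at about 24% in these data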;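 also: 0% = DMSO plus EC80 ATP and 100% = DMSO alone without ATP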
# M1 ag parental: counter-screen for M1 agonists: effect in parental CHO-K1 cells | AID 602248, 2012 | activation, % at 3 µM | 360,000 compounds, 0.48% hits | Fluo-8 calcium fluorescence; scaled to maximal ATP response, vehicle zero; in the data active = activation above about 15%;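 also: untransfected CHO-K1 host cells lacking M1 receptor as counterscreen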
# * hit, by the source's call; x = not tested or not shown. Compounds were not picked by outcome; any-hit rate near 4.2%.
structure	OXTR potentiator	M1 ag parental	CHRM1 agonist	CHO parental Ca	TAAR1 antagonist	TAAR1 ag	CHO-K1 Ca antag	M1 antag	M1 PAM parental
Cc1ccc(-n2nc3c(=O)n(CC(=O)NCc4ccccc4)nc(C)c3c2C)cc1	-10	-0.4	-7	-26	-27	-2	-23	-11	6
NS(=O)(=O)c1cccc(NC(=O)COC(=O)/C=C/c2ccco2)c1	-12	0.2	-2	-1	-4	8	2	6	9
CC(=O)N1CCN(S(=O)(=O)c2ccc(C)c([N+](=O)[O-])c2)C1C(C)C (configuration not stated)	5	0.8	-7	-5	-10	3	0	-6	21
c1ccc(CCNCc2cccs2)nc1	x	0.0	-7	x	-19	52*	4	-7	13
O=C(COc1cc2oc(=O)c3c(c2cc1Cl)CCC3)NCCCN1CCCC1=O	0	0.8	-5	-10	-5	0	-15	16	5
COc1cccc(/C=N/NC(=O)c2csc(-n3nc(C)cc3C(F)(F)F)n2)c1	-3	1.1	-6	-24	9	-1	-9	-4	22
COc1ccc(Cl)cc1N=Cc1c(O)c2ccccc2oc1=O	0	0.7	-2	-9	-1	0	-6	-15	11
C#CCOCCOCCOCCNc1nc(N2CCN(C(=O)[C@H]([C@@H](C)O)n3cc(CCCCN)nn3)CC2)nc(N2CCN(C(=O)[C@H](CCCCN)n3cc(CC(C)O)nn3)CC2)n1 (some centres not stated)	-1	0.5	-2	-9	6	6	-5	-9	6
CC(C)(C)c1ccc(S(=O)(=O)NCCOCC(F)(F)C(F)F)cc1	-9	3.0	3	-21	24	0	4	-25	-9
COc1cccc(NC(=O)CN(C)C(=O)c2ccc(-n3cncn3)c([N+](=O)[O-])c2)c1	-8	0.5	-3	4	6	5	2	-3	-6
CC(C)CN1CCC(C(=O)NCC2CCCO2)CC1 (configuration not stated)	-1	0.2	-3	-3	-21	4	-12	-8	21
CNC(=S)NNc1nc(-c2ccccc2)c2cc(Cl)ccc2n1	-2	-0.1	-1	-19	-5	4	6	-15	-20

# Further structures follow.
structure	OXTR potentiator	M1 ag parental	CHRM1 agonist	CHO parental Ca	TAAR1 antagonist	TAAR1 ag	CHO-K1 Ca antag	M1 antag	M1 PAM parental
CCC1=NN2C(=N)/C(=C\c3ccc(OCc4cc(=O)n5nc(CC)sc5n4)c(OC)c3)C(=O)N=C2S1	x	0.2	-4	x	-14	-1	2	3	7
COc1cccc(C(=O)Nc2cnc(NC(=O)c3ccco3)cc2C)c1	2	0.3	-3	-4	6	16	1	-8	3
Cc1cc2nccc(-c3ccco3)n2n1	14	0.7	-7	-7	-8	1	-8	-4	7
O=C(CN1C(=O)S/C(=C\c2ccccc2)C1=O)NC1CCS(=O)(=O)C1 (configuration not stated)	-5	1.0	-4	-5	-31	6	-6	4	1
CCCCn1c(=O)[nH]c(=O)c2c1nc(-c1ccc([N+](=O)[O-])cc1)n2CC	-9	0.5	-8	-16	-13	0	-19	-14	-15
Cc1cc(Br)c(NC(=O)C(C)Sc2nnnn2C)c(Br)c1 (configuration not stated)	-8	0.1	-3	-7	-14	2	3	14	-10
CCOCCOC(=O)C1=C(C)NC(=O)NC1c1ccc2c(c1)OCO2 (configuration not stated)	2	0.6	-2	-4	8	2	2	-10	14
O=C(CNC(=O)c1ccc2c(c1)OCCO2)N=Nc1c(O)[nH]c2ccccc12	-5	0.7	-4	-5	0	2	-2	19	-7
Cc1ccc(S(=O)(=O)NCC(c2ccc3c(c2)OCO3)N2CCN(c3ccccc3)CC2)cc1 (configuration not stated)	4	0.2	-3	-15	0	2	1	-2	11
Cn1cnnc1SCC(=O)NC(=O)NCc1ccccc1	2	0.0	8	-10	-16	9	-6	-19	1
CCN(CC(=O)Nc1ccccc1Br)Cc1nc2ccccc2c(=O)[nH]1	-15	1.1	-1	-28	1	15	-7	-7	4
CCOC(=O)C(=O)C1=CN(Cc2ccccc2)C=C(C#N)C1	-6	1.1	-3	-13	-4	4	-15	-11	-10

# (continued)
structure	OXTR potentiator	M1 ag parental	CHRM1 agonist	CHO parental Ca	TAAR1 antagonist	TAAR1 ag	CHO-K1 Ca antag	M1 antag	M1 PAM parental
O=C(NCc1ccc(OC(F)(F)F)cc1)C1CC(c2c(Cl)cccc2Cl)=NO1 (configuration not stated)	-6	-0.3	-2	-25	-18	10	7	13	-16
O=C(CCN1CCN(c2ccccc2)CC1)Nc1ccccc1	-11	0.8	-7	-9	-8	2	-16	-12	1
O=[N+]([O-])c1ccc(Oc2ncccn2)cc1	-3	0.6	-1	-8	-3	2	-9	-16	25
CCOC(=O)N1CCN(C(=O)CSc2nnc(-c3cccs3)o2)CC1	6	-0.6	-1	-10	-10	-1	0	0	-7
CN(C(=O)CSc1nc2sc3c(c2c(=O)n1C)CCC3)C1CCS(=O)(=O)C1 (configuration not stated)	-2	1.1	-7	-5	9	2	-4	6	-2
CCCCn1c(N)c(N(CC(C)C)C(=O)c2cc(-c3ccc(OC)c(OC)c3)nc3ccccc23)c(=O)[nH]c1=O	-4	0.0	3	-18	-12	0	6	0	-25
COc1ccc(NS(=O)(=O)c2cc(NC(=O)c3cnc(C)cn3)ccc2N2CCCCC2)cc1	-13	0.5	-7	2	-1	-1	-9	-4	21
CCCNC(=O)c1cccc(NC(=O)C(C)C)c1	12	1.5	-5	-1	0	3	5	-8	8
CS(=O)(=O)N(CC(=O)NCC1CCCO1)c1cccc([N+](=O)[O-])c1 (configuration not stated)	-10	1.0	-3	-15	-7	8	-15	-8	17
CN(CC(=O)Nc1ccccc1Cl)C(=O)CCSc1ccc(F)cc1	2	0.6	-1	-15	-3	1	12	14	-30
Cc1cnc(NC(=O)c2cccc(S(=O)(=O)N3CCOCC3)c2)s1	-2	0.1	-5	-11	10	-3	-8	-6	15
CN(C(=O)CSc1nnc(-c2ccc(Cl)cc2)n1CC1CCCO1)C1CCS(=O)(=O)C1 (configuration not stated)	-14	-0.1	-8	-5	-25	1	-10	-7	13

# Additional records
structure	OXTR potentiator	M1 ag parental	CHRM1 agonist	CHO parental Ca	TAAR1 antagonist	TAAR1 ag	CHO-K1 Ca antag	M1 antag	M1 PAM parental
Cc1ccc(C(=O)N2CCCC(c3ccccc3)=N2)cc1	-2	0.0	-4	-13	15	3	14	4	-12
Cc1ccc(S(=O)(=O)N2C(=O)CCC2C(=O)Nn2cnnc2)cc1 (configuration not stated)	0	0.2	-2	-3	11	13	-31	-5	10
CC(C(=O)Nc1ccccc1)C(=O)Nc1ccccc1	-12	1.2	-1	15	-3	6	11	-5	4
CC1CCCCN1Cc1ccc(N(C)C)cc1 (configuration not stated)	-1	0.0	-11	-11	-11	2	-13	-3	11
CC1CCN(CC(=O)N2c3ccccc3CCc3ccccc32)CC1	-4	0.3	-7	-15	12	2	-7	72*	-7
CCOC(=O)N1CCN(CC(=O)Nc2ccc(C)c(Br)c2)CC1	-9	1.0	0	-5	12	15	1	-15	6
O=C(/C=C/c1ccc(OCCCF)cc1)N1CCOCC1	-10	3.5	-2	-5	-9	9	-11	-8	14
Cc1ccc(-c2cc(-c3nnc(SCC(=O)N(C)CCC#N)n3N)c3ccccc3n2)cc1	-17	0.3	-4	-25	2	6	-2	-3	7
O=C(Nc1nccs1)c1cn(-c2ccccc2)nc1-c1ccccc1	-7	1.7	-3	-18	72*	7	23	31	-8
CC(=O)Nc1ccc(S(=O)(=O)N2CCN(S(=O)(=O)c3ccc(NC(C)=O)cc3)CC2)cc1	x	1.6	-6	x	-4	1	-7	-15	-5
Cc1ccc(C(=O)Nc2ccc(N3CCN(C(=O)c4cccs4)CC3)cc2)c(Cl)c1	-16	2.8	-3	-14	11	6	-16	6	13
Cc1csc(SCC(=O)NC(=O)c2ccccc2)n1	-7	0.6	1	-15	-40	-1	-7	-11	12

# Next section.
structure	OXTR potentiator	M1 ag parental	CHRM1 agonist	CHO parental Ca	TAAR1 antagonist	TAAR1 ag	CHO-K1 Ca antag	M1 antag	M1 PAM parental
Cc1cc(C)nc(SCC(=O)Nc2nccs2)n1	-7	0.4	-4	0	-18	-2	-2	-1	-18
CCOC(=O)C1(Cc2ccccc2)CCN(Cc2cc(OC)c3c(c2)OCO3)CC1	-12	5.2	-6	-13	0	4	-4	1	7
Nn1c(SCc2cn3cc(Cl)ccc3n2)nnc1-c1ccncc1	-13	0.2	-4	-4	-3	4	11	-5	-20
CCCCc1ccc(S(=O)(=O)Nc2cc(C)on2)cc1	4	0.7	-8	-8	-5	5	-28	-12	17
O=Cc1c(NCc2ccccc2)c2ccccc2[nH]c1=O	-17	0.3	-8	-6	-1	5	2	-13	7
CC(O)(CS(=O)(=O)Cc1ccccc1)c1ccc(Cl)cc1 (configuration not stated)	-7	1.4	-4	-9	9	-2	-8	-7	6
O=[N+]([O-])C(=C1Nc2ccccc2N1)/C(Cl)=C(/Cl)Br	-15	1.1	-1	-6	13	2	-4	-10	21
Cc1ccc(C)c(N2N=C(C(=O)Nc3nccs3)CCC2=O)c1	2	3.5	-4	-7	-8	1	-9	21	17
CCCn1c(N)c(N(CCOC)C(=O)C(C)Oc2ccc(F)cc2)c(=O)[nH]c1=O (configuration not stated)	2	12	-3	-9	-2	2	9	-7	17
N/C(=N\OC(=O)N1c2ccccc2Sc2ccccc21)c1ccc(Br)cc1	-4	0.1	-12	-13	0	0	-5	7	9
O=C(O)C(Cc1ccnc2ccccc12)=NO	x	1.1	1	x	-15	1	-5	-4	14
CCOc1ccc(CCNC(=O)Cn2ncn3nc(-c4ccc(OC)cc4)cc3c2=O)cc1OCC	-4	3.8	2	-13	-7	0	-3	-6	18
COc1ccccc1NS(=O)(=O)c1cc(NC(=O)c2ccncc2)ccc1N1CCOCC1	0	2.8	-8	0	8	14	-7	-1	7
Cn1cc([N+](=O)[O-])c(C(=O)Nc2ccc(C(=O)N3CCCCC3)cc2)n1	0	0.5	-2	-10	2	1	-17	-17	19

# Ordered by value in CHRM1 agonist (low to high): 3 from the list above.
smiles,CHRM1 agonist
Cc1cc2nccc(-c3ccco3)n2n1,-7
O=C(CN1C(=O)S/C(=C\c2ccccc2)C1=O)NC1CCS(=O)(=O)C1 (configuration not stated),-4
CNC(=S)NNc1nc(-c2ccccc2)c2cc(Cl)ccc2n1,-1
